# Bioassay records as filed in PubChem.
# RXFP1 antag – qHTS Assay for Antagonists of the Relaxin Receptor RXFP1 | Relaxin receptor 1 (Homo sapiens), Q9HBX9 | HEK293-RXFP1, relaxin-stimulated cAMP HTRF, 30 min; hits give low values | activity change, negative = inhibition, % at 57.5 µM | hit rate 0.59% among 350,000 | AID 1259400, 2018;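 active = activity change of -60% or lower, but not beyond a set lower limit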
# Active calls of the source: *. % is scaled to controls: 0 for no effect and ±100 for the full control effect.
SMILES | RXFP1 antag
CC(C)Oc1ccc(S(=O)(=O)N2CCOCC2)cc1NC(=O)CC1CC2CCC1C2 (stereo not drawn) | 13
Clc1ccccc1CSc1cnnc2ccccc12 | -10
COc1ccccc1S(=O)(=O)N(C)C[C@@H]1OCc2cnnn2CCCC(=O)N([C@@H](C)CO)C[C@@H]1C | 5
COc1cc(/C=N/NC(=O)c2ccc3nc[nH]c3c2)cc(OC)c1OC(C)=O | 1
Cc1nc2[nH]c(=S)[nH]c(=O)c2nc1C | -3
COc1ccc(C(C)(C)C)cc1NC(=O)COC(=O)CN1C(=O)NC2(CCCCC2C)C1=O (stereo not drawn) | -5
C=CCn1c(SCC(=O)NCc2ccco2)nc2sc(C)c(C)c2c1=O | -3
Cc1cccc(CN(C)C[C@H]2OCc3cnnn3CCCC(=O)N([C@H](C)CO)C[C@@H]2C)c1 | 6
N#Cc1ccccc1S(=O)(=O)N1CCN(C(=O)c2cccc(S(=O)(=O)N3CCCC3)c2)CC1 | -3
CCOc1ccc(NC(=S)N2CCC(C(=O)c3ccc(OC)cc3)CC2)cc1 | -4
Cc1ccc(-n2c(SCC(=O)N(C)C3CCS(=O)(=O)C3)nc3ccccc3c2=O)c(C)c1 (stereo not drawn) | -5
COc1cc2ccc(C=O)cc2cc1OC | -2
O=C(Nc1nncs1)c1cc(-c2ccco2)nc2ccccc12 | -5
O=[N+]([O-])c1ccc(NC(c2ccccc2)c2ccc3cccnc3c2O)cc1 (stereo not drawn) | -33
O=C1C(=C2CCc3ccccc32)Cc2ccccc21 | -20
COc1ccc(NC(=O)C[C@@H]2C(=O)N(Cc3ccccc3)CC2(C)C)cc1 | 5
COc1ccc(C=C2NC(=O)NC2=O)cc1O | 3
O=C1NC(=S)SC1=Cc1ccc2c(c1)OCO2 | -12

# Shown as labelled records: part of the list above
O=[N+]([O-])c1ccc(NC(c2ccccc2)c2ccc3cccnc3c2O)cc1 (stereo not drawn)
  RXFP1 antag = -33

O=C1C(=C2CCc3ccccc32)Cc2ccccc21
  RXFP1 antag = -20

COc1ccc(NC(=O)C[C@@H]2C(=O)N(Cc3ccccc3)CC2(C)C)cc1
  RXFP1 antag = 5

COc1ccc(C=C2NC(=O)NC2=O)cc1O
  RXFP1 antag = 3

# Filtered by structure, those above containing a furan ring, fused or not
SMILES | RXFP1 antag
C=CCn1c(SCC(=O)NCc2ccco2)nc2sc(C)c(C)c2c1=O | -3
O=C(Nc1nncs1)c1cc(-c2ccco2)nc2ccccc12 | -5

# These rows are one share of the data, so the mix of outcomes need not match the whole.
